Platelet DG rel = inhibitors of platelet dense granule secretion, primary screen, cell-based, MLPCN, human platelets; hit rate 0.22% among 300,000; AID 1663, 2009; human platelet-rich plasma, SFLLRN dense granule ATP release, luminescence; inhibition, %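 (compounds screened at 7.5 µM in platelet-rich plasma)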;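 active = mean replicate score, as percent of positive control, at or above 50; inconclusive = mean below 50 but at least one replicate at or above 50; inactive = mean and every replicate below 50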
KLF5 inhibitor = KLF5 expression inhibitors, primary screen, DLD-1 cells, luminescence; DLD-1 KLF5 promoter-luciferase reporter; inhibition, % at 5 µM; hit rate 0.23% among 290,000; AID 1700, 2009;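 active = inhibition above a per-plate limit of that plate's mean compound inhibition plus 3 SD, cut at about 60% in these data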;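 also: 0% = DMSO wells and 100% = LY294002 at 200 µM; higher means less KLF5 promoter-driven luciferase light; inactives centre near -14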
HSF-1 act = HSF-1 activators, primary screen, NIH3T3-HGL cells, MG132 stress, luminescence, single point | NIH3T3-HGL HSF-1 luciferase reporter, 8 h; 100% = twice DMSO control signal | activation, % at 9 µM | hit rate 1.7% among 300,000 | AID 504408, 2011;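 active = mean replicate activation of at least 50% with a set share of replicates each reaching 50%; inconclusive = only one of those two conditions met; inactive = mean below 50% and too few replicates reaching it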;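 also: 0% = median of the neutral control wells and 100% = twice that signal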
IEC-6 cytotox = cytotoxicity in IEC-6 intestinal epithelial cells, primary screen, cytotoxicity control for KLF5 inhibitor project, cell-based, luminescence; hit rate 0.78% among 290,000; IEC-6 cytotoxicity, luminescence viability; inhibition, % at 5 µM; in the data active = inhibition above about 22%;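 also: 0% = plate median of test compound wells and 100% = cytotoxic reference compound wells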
HSP90 inh = HSP90 inhibitors, primary screen, cell lysate, luminescence; Rabbit reticulocyte lysate, luciferase refolding luminescence, 3 h; hit rate 0.91% among 290,000; AID 1789, 2009; inhibition, % at 5.6 µM;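 active = inhibition above the screen-wide mean plus 3 SD, computed separately per campaign, cut at about 16% in these data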;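 also: 0% = DMSO wells and 100% = 60 µM geldanamycin wells; inhibitors lower the luminescence because luciferase stays unfolded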
AI-2 QS mod = Vibrio harveyi AI-2 quorum sensing modulators, primary screen, JMH597 strain, luminescence/OD600 ratio; hit rate 0.4% among 300,000; Vibrio harveyi JMH597 AI-2 luminescence/OD600 ratio, 9 h; active compounds read low; strain lacks LuxN and CqsS sensors; 0 = neutral-control median; activity change, % at 7.5 µM; in the data active = activity change below about -75%, passing the limit was not always enough; inconclusive = no clear call, values can overlap the other calls;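 also: luminescence divided by OD600 gain over 9 h not by final OD600 alone; inactives centre near 13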
HSF1 inh = HSF1 inhibitors in luciferase reporter cells, primary screen, cell-based, NIH3T3, luminescence | AID 2098, 2009 | NIH3T3-HGL HSE-luciferase, MG132-induced, luminescence 8 h; active compounds read low | hit rate 0.77% among 300,000 | activity change, negative = inhibition, % at 7.5 µM (by protocol);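 active = more than half of replicate wells show activity change below -50%, luminescence cut by over half; inconclusive = some wells, but at most half, below -50%; inactive = no replicate well below -50%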;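 also: luciferase reports HSF-1 transcriptional activity via heat shock element; 0% = median of DMSO wells and -100% = zero luminescence signal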
HIF act = HIF pathway transcriptional activators, primary screen, cell-based, U2OS HRE-luciferase, luminescence. hit rate 0.32% among 300,000. U2OS HRE-luciferase reporter; normalized: DMSO 0%, desferrioxamine 100%. activation, % at 7.5 µM (by protocol);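 active = mean activation of at least 10% of the iron chelator positive control signal, with at least half of replicates also reaching 10%; inconclusive = mean and replicate majority disagree about reaching 10%; inactive = mean and most replicates under 10%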
SKKanGAS inh = S. pyogenes SKKanGAS growth inhibitors in kanamycin, primary screen, streptokinase expression inhibitor project, SKKanGAS strain, BacTiter-Glo luminescence | hit rate 1.3% among 300,000 | inhibition, % at 7.5 µM | 6 h | AID 1662, 2009;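 active = mean replicate score, as percent of positive control median, at least 50; inconclusive = mean below 50 but one replicate at or above 50; inactive = mean and every replicate below 50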;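 also: strain carries kanamycin resistance gene driven by streptokinase promoter and grows in 40 µg/ml kanamycin; loss of luminescence reflects streptokinase promoter inhibition or plain growth inhibition; 0% = median of DMSO wells and 100% = positive control at its reference dose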
aSyn 5UTR inh = MLPCN primary screen, SNCA 5' untranslated region | alpha-synuclein 5'UTR reporter, inhibitor activity | inhibition, % (tested at 7.5 µM) | hit rate 0.82% among 300,000; in the data active = inhibition above about 60%; inconclusive = no clear call, values can overlap the other calls;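 also: H4 neuroglioblastoma cells stably carrying SNCA 5'UTR luciferase fusion; 0% = DMSO wells and 100% = positive control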
* = called active by the depositor; ? = inconclusive; . = no result given.

SMILES	Platelet DG rel	KLF5 inhibitor	HSF-1 act	IEC-6 cytotox	HSP90 inh	AI-2 QS mod	HSF1 inh	HIF act	SKKanGAS inh	aSyn 5UTR inh
COC(=O)c1[nH]c2cccc(C)c2c1NC(=O)CN1CCN(c2ccccc2OC)CC1	2.2	-21.4	9.4	-0.2	3.7	17.5	1.6	-0.5	4.2	40.3
COc1cc(CCC(=O)NCc2ccc3c(c2)OCO3)cc(OC)c1OC	8.8	-6.7	25.7	0.2	5.7	6.5	13.5	-1.4	2.0	10.1
COc1cccc(NC(=O)CN(C)C(=O)c2ccccc2CCc2ccccc2)c1	-4.5	-17.0	26.1	-3.1	5.6	19.0	4.6	-0.6	15.7	-1.5
CCN(CC)S(=O)(=O)c1cc(C(=O)OC)ccc1Cl	5.4	-2.9	16.7	3.6	1.1	15.3	-3.1	-0.1	14.8	-28.3
O=C(/C=C/c1ccccc1)N/C(=C/c1ccccc1)C(=O)NCCO	3.1	-12.9	0.4	-1.8	0.0	34.3	-4.8	-0.6	-0.6	-7.3
CC(=O)N/C(=N/c1nc(C)cc(C)n1)Nc1ccc(C)cc1Cl	-0.4	-17.9	14.4	4.4	7.4	24.9	3.0	0.8	-8.6	15.1
CCOc1ccc(CCNC(=O)c2cccs2)cc1OCC	8.5	-18.9	-0.4	-5.7	-3.2	13.4	-5.1	0.7	-1.3	15.1
O=C(N/C(=C\c1cccnc1)C(=O)N1CCC(O)CC1)c1ccccc1	16.3	-11.2	26.3	0.9	-0.7	1.8	0.7	0.4	-1.8	20.9
CCOC(=O)CSc1nc2c(sc3ccccc32)c(=O)n1CCCN1CCOCC1	-1.3	12.4	25.9	-1.9	-3.8	26.3	10.3	0.3	6.7	7.5
O=S(=O)(NCCS(=O)(=O)N1CCN(c2ccccc2)CC1)c1ccc(F)cc1	1.5	.	14.1	.	.	19.8	-1.9	-2.6	-3.7	10.0
OC1(C(F)(F)F)CC(c2ccc3ccccc3c2)=NO1 (stereo not given)	3.7	-0.9	-5.1	5.9	2.7	-44.8	-1.3	0.7	-0.8	17.4
COc1cccc2cc(C(=O)Nc3ccc(F)cc3)c(=Nc3ccc(C(=O)O)cc3)oc12	20.2	-6.4	3.1	-7.2	0.5	29.2	4.1	2.0	36.4	-55.4
Nc1ccc(Nc2ccc([N+](=O)[O-])cc2[N+](=O)[O-])cc1	-3.3	-19.9	-7.2	-2.4	-1.7	-6.4	-5.5	0.0	-7.2	23.4
Cc1ccc(S(=O)(=O)N2CCN(C3CC(=O)N(Cc4ccccc4)C3=O)CC2)cc1C (stereo not given)	0.7	24.8	-2.7	-3.4	-2.1	23.0	-1.2	0.2	4.3	13.7
CC1CC(C)CN(S(=O)(=O)N2CCCC(C(=O)NCCCN3CCCCC3C)C2)C1 (stereo not given)	-4.5	-26.1	-15.0	7.8	1.3	7.6	-1.9	-0.4	-1.5	23.3
O=C(O)c1ccc(CNCc2cccc(Cl)c2)cc1	-0.6	-8.2	-4.7	0.9	-1.9	25.2	-0.9	0.1	-2.3	-5.6
Cc1ccc(C2(CCN)CCOC(C(C)C)C2)cc1 (stereo not given)	-2.8	20.7	34.5	-1.9	0.3	-7.9	1.1	-0.1	-5.6	22.5
O=C(NCc1ccccc1)C(c1ccco1)N(C(=O)c1ccccn1)c1ccccc1 (stereo not given)	1.9	-20.1	2.6	-6.3	-3.9	7.2	-0.2	-0.3	16.6	0.2
COc1ccccc1N1CCN(S(=O)(=O)c2cc3[nH]c(=O)c(=O)[nH]c3cc2C)CC1	-0.9	-10.0	1.4	-5.0	-3.0	43.2	-3.3	0.2	-0.8	5.2
COc1ccc(NC(=O)CSc2nc3nc(C)cc(C)c3c(=O)[nH]2)cc1	-8.5	-5.2	12.8	-0.5	2.9	-9.5	6.5	-0.8	27.2	20.7
COc1ccc(C(=O)NC(C)c2cc(OC)c(OC)cc2Br)cc1 (stereo not given)	-7.0	-1.9	2.1	-10.0	-1.8	11.5	5.3	-0.7	-7.4	5.6
Cc1ccc(CNC(=O)c2coc(=O)c3ccccc23)o1	-1.3	-20.2	17.9	-2.3	4.5	36.5	5.7	-0.9	-0.5	19.2
COC(=O)c1cc(NS(=O)(=O)c2ccc(N3CCOCC3)c(NC(C)=O)c2)cc(C(=O)OC)c1	10.3	4.3	4.3	-4.1	-5.4	32.8	-4.4	0.6	7.0	-1.5
CCn1c(SCc2ccc(C(=O)Nc3nccs3)cc2)nnc1-c1ccc(N)cc1	-2.8	-21.7	-35.3	1.9	5.2	4.8	-17.6	0.4	0.4	-42.6
C=CCN(C(=O)CNC(=O)c1cccs1)C(C(=O)NC1CCCCC1)c1cccnc1 (stereo not given)	-1.6	-13.3	-11.7	-0.5	2.3	9.1	-2.6	-0.2	0.6	0.3
Cc1ccccc1NC(=O)Cc1nc(COC(=O)c2cccc([N+](=O)[O-])c2)cs1	17.6	8.4	-7.8	4.1	2.4	11.4	0.6	-0.2	-1.5	-3.5
Cn1c(SCC(=O)c2ccc3c(c2)OCCO3)nnc1C1CC1	2.2	-55.0	4.6	-1.8	-5.4	7.1	5.7	0.2	1.4	-54.4
COc1ccc(NC2=CC(c3ccc(F)cc3)N(c3ccc(OC)cc3)C2=O)cc1 (stereo not given)	0.9	8.0	1.8	-0.5	-2.7	5.0	-1.8	0.5	4.1	-5.6
CC(C)(C)NC(=O)NCCc1ccccc1	4.6	-106.5	46.6	-4.9	3.4	12.0	5.0	0.5	3.4	-95.5
CCOC(OCC)P(=O)(C(C)C)C(C)C	-1.0	-29.2	0.9	0.2	0.2	9.5	-6.3	-0.5	3.3	9.0
Brc1cccc(OCCCCN2CCCCC2)c1	1.7	-7.8	-21.2	0.4	0.8	11.6	-4.9	-0.5	2.0	3.8
COc1cccc(C(=O)Nc2cccnc2)c1	-6.1	-33.1	19.5	5.1	-0.9	20.7	1.0	0.5	-9.4	-3.2
O=c1c2ccccc2nc2n1C(CSCc1ccc(Cl)cc1Cl)CS2 (stereo not given)	-3.2	-45.1	11.1	-3.3	3.4	20.9	5.4	0.3	9.0	-6.0
COc1cc(/C=N/NC(=O)c2ccncc2)ccc1OCC(=O)Nc1cccc([N+](=O)[O-])c1	20.2	-26.1	44.5	-2.5	0.0	14.3	3.5	2.8	-1.0	-111.4
COc1cc(OC)c2c(c1O)OC(c1ccccc1)CC2=O (stereo not given)	-0.5	-20.0	20.4	-1.4	-2.3	42.3	9.0	0.1	6.3	-1.4
NS(=O)(=O)c1ccc(NC(=O)COC(=O)C2(c3ccccc3F)CCCC2)cc1	7.4	-5.7	-66.3	-1.9	2.6	26.8	-57.2*	-0.8	-3.8	24.3
CN(C)c1ccc(C(=O)/C=C/c2cccnc2)cc1	-2.6	-103.7	52.2*	5.9	-3.0	6.6	21.5	3.5	-6.4	-167.3
Cc1cc(C)c(C#N)c(=N)o1	3.9	-20.5	.	5.4	-2.8	3.9	.	0.4	9.7	1.6
Cc1ccc(NC(=O)c2cc(-c3ccco3)on2)cc1C	6.8	-10.6	54.9*	-4.1	0.4	30.5	39.1	3.1	-14.1	7.6
Cc1cccc2sc(NC(=O)C3CSC4(C)CCC(=O)N34)nc12 (stereo not given)	-3.7	-12.2	7.3	-3.2	-4.4	36.7	-4.3	0.0	0.7	33.1
C=CCn1c(NCc2cc(Cl)ccc2O)nc2ccccc21	5.9	-20.4	9.4	1.9	1.6	22.1	3.1	0.3	?	4.5
Cc1c(Br)c(=O)oc2c(C)c(O)ccc12	18.0	-29.1	12.9	-1.1	-3.6	19.4	-4.7	-0.4	-3.3	19.8
C=C(C)Cn1c(SCCN2CCOCC2)nc2c1c(=O)[nH]c(=O)n2C	6.6	-49.7	-11.1	-1.9	1.2	14.8	-7.4	0.1	4.6	3.8
Cc1cccc(NC(=O)c2cccc(S(=O)(=O)N3CCCC3)c2)n1	0.5	.	-18.2	.	.	8.4	-7.1	0.5	-3.7	-9.2
CCn1c(O)c(N=NC2=NC(=O)CS2)c2cc(C)ccc21	-7.7	-36.2	33.8	-1.6	-4.3	5.5	8.8	-0.5	-1.4	2.1
CC(SC1=NCCN1S(C)(=O)=O)c1ccccc1 (stereo not given)	-12.0	-6.9	5.5	1.7	-1.8	10.1	-5.6	0.1	-2.1	3.2
Clc1cccc2c1Sc1ccccc1CC2N1CCNCC1 (stereo not given)	-9.1	1.1	-8.8	23.4*	7.1	18.3	-2.3	-0.8	-3.2	-0.8
O=c1[nH]nc(-c2ccc(F)cc2)cc1Cc1ccc(F)cc1	-11.0	-24.5	2.9	4.4	-0.1	5.7	-12.5	-0.2	-11.5	22.6
N=c1c(C(=O)NC2CCCC2)cc2c(=O)n3ccccc3nc2n1CC1CCCO1 (stereo not given)	-0.9	-30.8	8.0	5.4	-2.2	23.8	-3.9	-0.3	-2.3	-5.3
O=C(NCc1ccccn1)c1ccc(Cn2c(=S)[nH]c3ccccc3c2=O)cc1	-3.5	-25.6	-1.9	-3.3	1.9	10.3	-2.6	0.0	27.1	7.7

(further entries)
SMILES	Platelet DG rel	KLF5 inhibitor	HSF-1 act	IEC-6 cytotox	HSP90 inh	AI-2 QS mod	HSF1 inh	HIF act	SKKanGAS inh	aSyn 5UTR inh
c1ccc2c(c1)OCC(c1nnc3sc(-c4ccc5c(c4)OCO5)nn13)O2 (stereo not given)	-0.6	-45.0	10.6	-4.7	-0.6	5.4	5.3	2.7	-9.0	-12.4
Cc1ccc(S(=O)(=O)N2CCC(C(=O)Nc3ccccc3N3CCCCC3)CC2)cc1	-2.3	-7.4	9.3	-1.1	1.4	25.1	6.0	0.1	3.7	44.2
CCS(=O)(=O)N1CCC(C(=O)Nc2cc(Cl)ccc2O)CC1	-0.1	-2.8	15.3	-0.7	-4.1	21.4	-4.8	-0.7	-3.6	-28.5
COc1ccc(OC)c(CCNC(=O)CS(=O)(=O)Cc2nc(-c3ccccc3Cl)oc2C)c1	13.8	-5.6	-5.6	0.4	-2.0	.	3.1	0.2	-0.2	18.5
O=C(c1ccc(S(=O)(=O)N2CCCCC2)cc1)N(c1ccccn1)C1CCCCC1	2.2	-42.9	19.3	-8.9	-3.2	-11.3	1.8	1.7	-13.7	5.3
CC(C)Cn1c(SCC(=O)N2CCN(S(=O)(=O)c3ccccc3)CC2)nc2ccccc21	-7.3	19.4	2.0	-13.8	-4.5	4.3	1.9	0.0	-3.1	20.3

Bioassay records as filed in PubChem BioAssay.

Not a hit list; 6% or so of the library scored in one or more.
